Source: PubChem BioAssay (several laboratories)
NCOA2 inhibitor – inhibition of GAL4-SRC2 driven luciferase reporter, primary screen, SRC2 inhibitor project, cell-based, luminescence | Nuclear receptor coactivator 2 (Homo sapiens), Q15596 | HEK293 GAL4-SRC2 luciferase reporter | inhibition, % at 9 µM | 370,000 compounds, 0.17% hits | AID 651957, 2012;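 active = inhibition above the mean inhibition of all tested compounds plus 3 SD, set per campaign, cut at about 52% in these data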;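 note: 0% = DMSO treated cells and 100% = cells given Gossypol at 36 µM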
NR2F2 inh – NR2F2 transcriptional activity inhibitors, primary screen, cell-based, luciferase reporter, HEK293T, luminescence; AID 686940, 2013; 370,000 compounds, 0.7% hits; HEK293T NGFI-A luciferase reporter; inhibition, % at 8.6 µM;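 active = inhibition above a per-plate cutoff, mean inhibition of test wells between control levels plus 3 SD, cut at about 38% in these data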;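 note: cells cotransfected with COUP-TFII expression vector driving the NGFI-A reporter; 0% = median of COUP-TF2 test wells and 100% = reporter-only cells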
ABHD5 PLIN5 PPI – ABHD5-PLIN5 interaction inhibitors, primary screen, cell lysate, split luciferase complementation, luminescence; inhibition, % at 4 µM; AID 602281, 2012; Perilipin-5 (Homo sapiens) + 1-acylglycerol-3-phosphate O-acyltransferase ABHD5 (Homo …; Split G. princeps luciferase complementation, 4 h; 360,000 compounds, 0.78% hits;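 active = inhibition above the mean inhibition across every tested compound plus 3 SD, cut at about 22% in these data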;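 note: 0% = DMSO only wells and the 100% control is not disclosed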
TLR9-MyD88 inh – inhibitors of TLR9-MyD88 association in cells, primary screen, cell-based, CHO, BLA complementation, fluorescence; Toll-like receptor 9 (Homo sapiens) + Myeloid differentiation primary response protein …; CCF4 FRET ratio; inhibition, % at 4.98 µM; 340,000 compounds, 0.21% hits;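 active = inhibition above the mean over all tested compounds plus 3 SD, cut at about 21% in these data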;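 note: 0% = DMSO only wells and 100% = clavulanate BLA inhibitor control wells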
NOD2 RIPK2 PPI – NOD2-RIPK2 binding disruptors in cells, primary screen, fluorescence, CHO cells, BLA complementation. Receptor-interacting serine/threonine-protein kinase 2 (Homo sapiens), O43353. CCF4 ratio. inhibition, % at 4.98 µM. 360,000 compounds, 0.38% hits; in the data active = inhibition above about 21%;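 note: 0% = vehicle only and 100% = reference blocker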
Target sequence (O43353 whole entry, looked up): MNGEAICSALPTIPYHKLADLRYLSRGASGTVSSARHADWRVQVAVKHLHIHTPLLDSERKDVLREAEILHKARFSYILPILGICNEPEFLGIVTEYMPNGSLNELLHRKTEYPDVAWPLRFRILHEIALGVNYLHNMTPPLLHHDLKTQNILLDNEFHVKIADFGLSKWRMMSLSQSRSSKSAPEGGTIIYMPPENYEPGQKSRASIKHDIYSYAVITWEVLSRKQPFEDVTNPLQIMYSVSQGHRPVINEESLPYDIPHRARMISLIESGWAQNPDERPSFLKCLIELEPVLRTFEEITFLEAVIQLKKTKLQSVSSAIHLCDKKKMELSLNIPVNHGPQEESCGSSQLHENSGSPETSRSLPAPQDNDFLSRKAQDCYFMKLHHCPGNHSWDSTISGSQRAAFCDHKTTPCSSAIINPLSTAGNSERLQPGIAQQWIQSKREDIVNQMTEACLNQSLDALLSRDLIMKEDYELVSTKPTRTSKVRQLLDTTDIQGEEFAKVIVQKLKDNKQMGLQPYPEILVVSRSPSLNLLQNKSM
Granule exo inh – LAMP-1 surface exposure blockers, TALL-104 cells – cell-based, flow cytometry, MLPCN library, primary screen; TALL-104 LAMP-1 surface exposure; cells stimulated with thapsigargin and PMA; inhibition, % at 10 µM; 360,000 compounds, 0.66% hits;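 active = inhibition above about 55%, limit read from the data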
NR5A2 inv ag – LRH-1 (NR5A2) inverse agonists, primary screen, cell-based, luminescence, HEK293T, StAR-luciferase reporter; LRH-1 transfected, 24 h; inhibition, % at 3.6 µM; 360,000 compounds, 0.13% hits; AID 602396, 2012;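 active = inhibition above the mean inhibition of all tested compounds plus 3 SD, cut at about 73% in these data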;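 note: 0% = DMSO wells and 100% = reporter-only cells lacking LRH-1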
Target sequence (O00482 whole entry, looked up): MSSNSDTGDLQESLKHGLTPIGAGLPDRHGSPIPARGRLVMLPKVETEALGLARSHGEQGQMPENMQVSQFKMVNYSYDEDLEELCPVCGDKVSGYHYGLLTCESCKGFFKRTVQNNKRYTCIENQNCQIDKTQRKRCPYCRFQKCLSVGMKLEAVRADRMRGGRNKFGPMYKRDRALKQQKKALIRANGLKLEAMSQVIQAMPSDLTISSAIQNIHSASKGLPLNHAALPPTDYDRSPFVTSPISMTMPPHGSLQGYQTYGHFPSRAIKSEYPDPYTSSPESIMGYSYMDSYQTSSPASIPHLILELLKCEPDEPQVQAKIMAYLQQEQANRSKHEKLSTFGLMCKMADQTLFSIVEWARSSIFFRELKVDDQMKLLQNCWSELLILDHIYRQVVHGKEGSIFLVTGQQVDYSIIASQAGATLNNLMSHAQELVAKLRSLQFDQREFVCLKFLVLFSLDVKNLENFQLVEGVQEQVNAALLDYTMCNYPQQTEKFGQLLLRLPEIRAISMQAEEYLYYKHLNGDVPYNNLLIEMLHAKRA
TWEAK-Fn14 inh – inhibitors of TWEAK-Fn14 signaling, primary screen, luciferase reporter cells, uHTS; TWEAK-stimulated Fn14 reporter cells, luciferase luminescence, 8 h; inhibition, % at 10 µM; 360,000 compounds, 2% hits; in the data active = inhibition above about 50%
TROY signal inh – inhibitors of TROY-driven NF-kB signaling, primary screen, Q293 LMP1-TROYcd cells, NF-kB luciferase, uHTS; inhibition, % at 10 µM; Q293 LMP1-TROYcd NF-kB luciferase reporter, 4 h; 360,000 compounds, 0.98% hits;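 active = compounds whose plate-normalised and pattern-corrected inhibition of the luciferase reporter signal at the single screening dose is 50% or more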
NCOA1 inh – SRC1 coactivator transcriptional activity inhibitors, primary screen, cell-based, luminescence; HEK293 GAL4-SRC1 luciferase reporter; 360,000 compounds, 0.12% hits; AID 588354, 2011; Nuclear receptor coactivator 1 (Homo sapiens), Q15788; inhibition, % at 3.6 µM;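 active = inhibition above the campaign mean plus 3 SD, with each screening campaign given its own cutoff, cut at about 60% in these data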;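 note: 0% = DMSO treated cells and 100% = gossypol at 36 µM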
NCOA3 inh – SRC3 coactivator transcriptional activity inhibitors, primary screen, cell-based, luminescence; 360,000 compounds, 0.17% hits; inhibition, % at 3.6 µM; HEK293 GAL4-SRC3 luciferase reporter; Nuclear receptor coactivator 3 (Homo sapiens), Q9Y6Q9;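 active = inhibition above a per-campaign cutoff, the mean of all compounds plus 3 SD, cut at about 60% in these data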;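 note: 0% = DMSO-treated cells and 100% = gossypol-treated cells at 36 µM; higher means less SRC3-driven luciferase light from the GAL4 reporter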
The depositor's hits bear a star; . = not tested or not shown.

SMILES | NCOA2 inhibitor | NR2F2 inh | ABHD5 PLIN5 PPI | TLR9-MyD88 inh | NOD2 RIPK2 PPI | Granule exo inh | NR5A2 inv ag | TWEAK-Fn14 inh | TROY signal inh | NCOA1 inh | NCOA3 inh
O=C1/C(=C/c2cccnc2)Oc2cc(OS(=O)(=O)c3ccc(F)cc3)ccc21 | 15 | -3 | 1 | 6 | -3 | 1 | 11 | 17 | 29 | -16 | -3
CCOC(=O)/C(C#N)=N\Nc1cc(Cl)ccc1OC | -4 | -3 | 5 | 7 | 7 | -2 | 6 | -2 | 2 | -1 | -20
O=C(CN1C(=O)C2CC=CCC2C1=O)OCc1cc(=O)n2cc(Br)ccc2n1 (stereo not given) | 12 | 12 | 0 | 0 | -12 | -2 | -5 | -5 | -1 | 3 | -5
O=C(Nc1ccc2c(c1)OCCO2)C(=O)c1c[nH]c2ccccc12 | -34 | -40 | -6 | 5 | 9 | 6 | -179 | 47 | -29 | -89 | -55
COC(=O)c1ccc(CSc2nnc3n(Cc4ccccc4OC)c(=O)c4ccccc4n23)o1 | 5 | 2 | 5 | 1 | -11 | 1 | 4 | -8 | -11 | 5 | 1
COC(=O)c1ccccc1S(=O)(=O)Nc1ccc(OC)nc1 | 0 | 10 | 2 | -12 | 2 | -3 | 2 | -3 | 11 | -6 | 1
CC(C)C(=O)Nc1ccc(NC(=O)c2cccs2)cn1 | -76 | -32 | 2 | 0 | -2 | 1 | -67 | 1 | -20 | -32 | -26
CCNC(=O)C1(C)CCCN(C(=O)Cc2ccc(OC)c(OC)c2)C1 (stereo not given) | -30 | -11 | 10 | . | -21 | 15 | 10 | 17 | 2 | 13 | -10
COc1cc(NC(=O)Cn2c(C)cc3ccccc3c2=O)cc(OC)c1OC | -23 | -18 | 4 | -2 | 32* | -4 | 15 | -9 | -4 | 11 | -45
c1ccc(COc2ncnc3c2ncn3CCCNCCN2CCOCC2)cc1 | -25 | -5 | 9 | 1 | 1 | 0 | 11 | 9 | -5 | 4 | -28
CC1NC(=O)NC1CCCCCC(=O)NCCc1ccccc1 (stereo not given) | -33 | 9 | -6 | 10 | -1 | 0 | -9 | -7 | -4 | -14 | -11
COc1ccc(/C=C/C(=O)NC(=S)NN2CCCCC2c2cccnc2)cc1 (stereo not given) | . | . | -6 | -1 | -9 | 0 | 4 | -15 | -20 | -27 | -5
O=C(Nc1cccc([N+](=O)[O-])c1)c1ccn[nH]1 | -67 | -34 | 1 | -13 | -8 | -2 | -50 | -13 | -55 | -52 | -27
COc1cc(CNCCc2ccccc2)ccc1OCc1ccc(Cl)nc1 | -7 | -7 | -9 | 4 | 6 | -2 | 2 | 7 | -3 | -23 | -6
O=S(=O)(NCC1CCCO1)c1ccc(NS(=O)(=O)c2ccc(F)cc2)cc1 (stereo not given) | -17 | -7 | -5 | -6 | -8 | -3 | -13 | 11 | -3 | -6 | -20
O=C1C2C3CC4C5C3C1C5C1(SCCS1)C42 (stereo not given) | -16 | -17 | 1 | . | -8 | -2 | -2 | -10 | 3 | 7 | 0
O=C1c2ccccc2C(=O)N1CCCCN(C(=O)c1cc2ccccc2oc1=O)c1ccc(F)cc1F | -15 | 5 | -2 | -3 | -16 | -17 | -3 | 30 | 20 | -5 | 21
COc1ccc2[nH]cc(/C=C(/C#N)S(=O)(=O)c3ccccc3)c2c1 | 24 | -2 | -1 | 20 | 14 | 15 | 3 | 30 | 48 | -17 | -9
COC(=O)C1CSc2[nH]c(=O)sc2C1c1ccc(O)c(OC)c1 (stereo not given) | 4 | -12 | 0 | 10 | 2 | -3 | -12 | 22 | 1 | -9 | 11
Clc1cccc(Nc2ncnc3ccc(Br)cc23)c1 | 37 | 25 | -1 | -1 | -6 | 1 | 0 | 63* | 42 | 28 | 29
CC(CC(=O)Nc1ccc(F)cc1)S(=O)(=O)c1ccc2c(c1)NC(=O)CO2 (stereo not given) | 3 | 0 | -6 | 2 | -4 | -10 | 6 | 4 | 1 | 6 | 14
CCOCCCNS(=O)(=O)c1ccc(Br)cc1 | -16 | 9 | 1 | -2 | -14 | -1 | 1 | 12 | 0 | -4 | 5
COCCCn1cnnc1SCc1nc2sc(C(C)=O)c(C)c2c(=O)[nH]1 | -32 | 6 | -4 | -4 | 7 | -5 | 7 | 13 | 7 | -7 | 8
Cc1cc(C(=O)Nc2ccc(S(=O)(=O)N3CCOCC3)cc2)ccc1[N+](=O)[O-] | -50 | 5 | 6 | -1 | 3 | 10 | -6 | 0 | 2 | -10 | -7
CC1(C)SC(=S)N(/N=C/c2ccccc2)C1N(O)C(=O)Nc1ccc([N+](=O)[O-])cc1 (stereo not given) | -44 | -3 | 0 | 10 | 2 | 1 | 4 | 14 | -33 | 1 | 6

Reformatted with each value named: entries from further up.
compound: Cc1cc(C(=O)Nc2ccc(S(=O)(=O)N3CCOCC3)cc2)ccc1[N+](=O)[O-]
  NCOA2 inhibitor: -50	NR2F2 inh: 5	ABHD5 PLIN5 PPI: 6	TLR9-MyD88 inh: -1	NOD2 RIPK2 PPI: 3	Granule exo inh: 10	NR5A2 inv ag: -6	TWEAK-Fn14 inh: 0	TROY signal inh: 2	NCOA1 inh: -10	NCOA3 inh: -7

compound: CC1(C)SC(=S)N(/N=C/c2ccccc2)C1N(O)C(=O)Nc1ccc([N+](=O)[O-])cc1 (stereo not given)
  NCOA2 inhibitor: -44	NR2F2 inh: -3	ABHD5 PLIN5 PPI: 0	TLR9-MyD88 inh: 10	NOD2 RIPK2 PPI: 2	Granule exo inh: 1	NR5A2 inv ag: 4	TWEAK-Fn14 inh: 14	TROY signal inh: -33	NCOA1 inh: 1	NCOA3 inh: 6

Next part:
SMILES | NCOA2 inhibitor | NR2F2 inh | ABHD5 PLIN5 PPI | TLR9-MyD88 inh | NOD2 RIPK2 PPI | Granule exo inh | NR5A2 inv ag | TWEAK-Fn14 inh | TROY signal inh | NCOA1 inh | NCOA3 inh
Cc1ccc(-n2cc(CNCCN3CCOC3=O)c(-c3ccc(F)cc3)n2)cc1 | -7 | -5 | 5 | 0 | 3 | 3 | 3 | -31 | -12 | -4 | 4
O=c1c2ccccc2nc(-c2ccoc2)n1CCc1ccccc1 | -20 | 29 | 5 | 3 | 1 | 0 | -24 | 5 | -50 | -14 | -25
O=C(Nc1cccc(F)c1)N1CC=C(c2ccc(Cl)cc2)CC1 | -23 | -3 | -5 | -2 | 5 | 0 | -4 | -31 | -40 | -33 | -19
COCCn1c(SCC(=O)NC2(C#N)CCCCC2)nc2ccccc2c1=O | 9 | -2 | -2 | -14 | -8 | 4 | -31 | 3 | -15 | -2 | 4
CCc1ccc(C2=NN(CCC(=O)NC3CCCCCC3)C(=O)CC2)cc1 | 7 | -1 | 8 | 0 | -6 | 2 | -13 | -11 | -17 | -3 | -16
CC1CC2=C(NC(=S)NC2c2ccc(F)cc2)/C(=C/c2ccc(F)cc2)C1 (stereo not given) | 15 | -13 | -6 | -14 | -15 | 1 | -12 | 8 | -14 | -11 | 1
CC(OC(=O)c1ccc2c(c1)OCO2)C(=O)NC1CCCCC1C (stereo not given) | -35 | 0 | 4 | 2 | 7 | 2 | -1 | -10 | 4 | -8 | 4
Cc1ccc(C)c2[nH]c(=O)c(CCNC(=O)C(C)(C)C)cc12 | -8 | -4 | 0 | -5 | 3 | -3 | -46 | -4 | -4 | -2 | 8
COc1ccc2c(c1)C(=O)CCC2c1ccccc1 (stereo not given) | -28 | 2 | -1 | -3 | -3 | -2 | -9 | -30 | -5 | 5 | 6
O=C(NCCc1ccc(Cl)cc1)C1CCC(CNc2c(N3CCCCC3)c(=O)c2=O)CC1 (stereo not given) | -14 | -3 | 3 | 6 | -1 | -3 | -1 | 7 | -10 | -3 | 3
O=S(=O)(c1ccc(Cl)cc1)N1CCN(C(=S)Nc2ccccc2F)CC1 | -13 | -5 | -6 | 4 | -6 | -3 | 4 | 10 | -8 | 17 | 5
Cc1ccc2sc(N(CCCN(C)C)C(=O)c3ccc(S(=O)(=O)N(C)C4CCCCC4)cc3)nc2c1C | 7 | 27 | 9 | -7 | -2 | 62* | -20 | -22 | 0 | 0 | -6
Cc1ccc2nc(SCC(=O)Nc3ccc4c(c3)OCO4)nc(=O)n2c1 | -10 | -9 | -7 | -1 | -12 | 0 | 20 | -15 | -3 | 2 | 0
COc1cc2c(cc1OC)CC1(CCCCC1)N=C2 | -8 | -1 | -1 | -2 | -4 | -6 | 4 | -3 | 7 | -15 | 8
COc1ccccc1NC(=O)C1=C(C)Nc2nnnn2C1c1cc(Br)ccc1OC (stereo not given) | 2 | -15 | 3 | -3 | 1 | 1 | 4 | 16 | -1 | 16 | 7
Cn1c2c(c(=O)n(C)c1=O)C(c1ccc(Br)cc1)Nc1ccccc1O2 (stereo not given) | 5 | -12 | 3 | -12 | -12 | -2 | 2 | -17 | 4 | 3 | 25
CCCCn1c(N)c(N(CCOC)C(=O)c2ccc3c(c2)C(=O)N(c2cc(C)ccc2C)C3=O)c(=O)[nH]c1=O | -7 | -7 | -1 | -1 | -9 | 7 | -1 | 12 | 11 | -28 | -1
Cc1nn(Cc2c(Cl)cccc2Cl)c(C)c1NC(=O)c1sc2ccccc2c1Cl | 7 | 10 | 1 | -5 | -13 | 1 | -22 | -8 | 11 | -4 | 5
O=C(CCCC(=O)OCC(Cl)=C(Cl)Cl)Nc1ccccc1F | -9 | -11 | -1 | -6 | -9 | -2 | -2 | 7 | 9 | 3 | 1
Cc1noc(C)c1CSCC(=O)Nc1nc2ccc(Oc3ccccc3)cc2s1 | -6 | 2 | -8 | -8 | 7 | 4 | 0 | -4 | 18 | -1 | -20
CC1(C)C(C=C(Cl)Cl)C1C(=O)Nc1ccc(S(=O)(=O)Nc2ncccn2)cc1 (stereo not given) | -16 | 9 | -3 | 9 | 6 | -5 | -12 | 0 | 14 | 9 | -33
COc1ccc(-c2csc(NC(C)c3nc4cc(Cl)c(Cl)cc4n3CCCO)n2)cc1 (stereo not given) | -14 | 3 | -17 | -7 | 9 | -4 | -20 | 48 | 55* | -25 | -16
CCO[C@H]1OC(C(=O)O)=C[C@@H](c2ccc(C(F)(F)F)cc2)[C@@H]1CCCO | -17 | 4 | 0 | -6 | -15 | -3 | -7 | -4 | -2 | -6 | -39
CCOc1ccccc1NC1=C(OC)C(=O)C(Nc2ccccc2OCC)=C(OC)C1=O | 10 | 16 | 2 | 10 | -9 | -7 | -9 | 6 | 9 | -10 | -2
COC(=O)N(C)C[C@@H]1OCc2cnnn2CCCC(=O)N([C@H](C)CO)C[C@@H]1C | -15 | 5 | -7 | -6 | 1 | 3 | -12 | 7 | -18 | -20 | 13

Not all compounds are listed, so the mix of outcomes need not match the whole.
